Bioassay records from PubChem BioAssay.
PMI act hi M6P = human PMI activators, high substrate, primary screen, biochemical, fluorescence intensity, near-saturating mannose 6-phosphate; Mannose-6-phosphate isomerase (Homo sapiens), P34949; coupled PMI enzyme assay, resazurin fluorescence, 20 min; hits give high values; 1 = untreated enzyme, 0 = substrate-free blank; activation factor at 20 µM; actives 0.34% (n = 190,000);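 active = activation factor of 2 or more at 20 µM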
Target sequence (P34949 whole entry, looked up): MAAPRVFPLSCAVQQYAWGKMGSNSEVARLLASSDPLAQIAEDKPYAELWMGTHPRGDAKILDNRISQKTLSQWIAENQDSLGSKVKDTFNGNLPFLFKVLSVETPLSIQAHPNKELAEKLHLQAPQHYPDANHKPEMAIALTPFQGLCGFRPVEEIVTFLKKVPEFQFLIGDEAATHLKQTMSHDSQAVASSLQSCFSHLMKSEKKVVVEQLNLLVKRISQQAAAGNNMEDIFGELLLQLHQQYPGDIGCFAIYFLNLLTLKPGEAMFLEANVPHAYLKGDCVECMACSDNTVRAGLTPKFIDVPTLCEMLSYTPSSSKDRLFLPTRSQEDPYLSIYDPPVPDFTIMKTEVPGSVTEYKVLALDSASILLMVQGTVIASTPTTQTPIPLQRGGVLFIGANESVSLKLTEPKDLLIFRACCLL
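Test system: human PMI in coupled enzyme assay; Input: PMI at 15 ng/mL final; Medium: HEPES buffer, pH 7.4; Schedule: 20 min incubation at room temperature; Technique: resorufin fluorescence at Ex 544/Em 590 nm; Compound: 20 µM single dose; Probe or stimulus: Near-saturating mannose-6-phosphate, 1.0 mM.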
Redox H2O2 prof = compounds producing H2O2 with reducing agent – biochemical, NIH compound library profiling, artefact control for MLSCN library redox annotation, primary screen. DTT-dependent redox cycling H2O2, phenol red/HRP absorbance; 100% = 100 µM peroxide control, 0% = buffer. actives 0.03% (n = 200,000). activation, % at 10 µM;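 active = activation of at least 50% relative to the plate's high and low controls in the primary single-dose screen; inactive = activation below 50%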;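 note: compound incubated with DTT at 0.8 mM final as the reducing agent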
G6PDH counter = L. mesenteroides G6PDH inhibitors, counter-screen for G6PDH-coupled screening assays, biochemical, Leuconostoc mesenteroides enzyme. AID 1020, 2008. actives 0.12% (n = 200,000). glucose-6-phosphate dehydrogenase [Leuconostoc mesenteroides]. Purified L. mesenteroides G6PDH, diaphorase/resazurin coupled fluorescence, 45 min. inhibition, % at 5 µM
RAM network inh = inhibitors of the yeast RAM network, primary screen, dse1pr::URA3 reporter, 5-FOA selection; S. cerevisiae dse1pr::URA3 reporter, 5-FOA growth OD615, 2 d; analog-sensitive cbk1-as2 kinase mutant strain; inhibition, % at 50 µM; actives 1.8% (n = 190,000);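 active = inhibition above a set limit, 3 SD over mean compound inhibition, cut at about 8.4% in these data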;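 note: 0% = DMSO-only wells with no growth and 100% = 10 µM 1-NA-PP1 full growth; inhibition rescues growth on 5-FOA so higher OD means more RAM inhibition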
Diaph act CS = compounds boosting diaphorase resazurin reduction – biochemical, uHTS, resorufin fluorescence, counter-screen for diaphorase-coupled primary assays, primary screen; Diaphorase/resazurin coupled assay, 16 min; hits give high values; 1 = vehicle wells, 0 = NADH-free wells; activation factor at 20 µM; actives 0.005% (n = 190,000); AID 1229, 2008;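 active = diaphorase activity raised at least twofold by the compound at 20 µM; inactive = activation factor below 2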
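Assay system: bacterial diaphorase enzyme (C. kluyveri) / Input: enzyme 0.07 U/mL final / Medium: 50 mM HEPES pH 7.4 with 4.542 mM MgCl2, 0.005% Tween 20 / Doses: single compound dose of 20 µM, 1% DMSO final / Incubation: 16 min enzyme reaction, ambient temperature / Signal: fluorescence, excitation 544 nm and emission 590 nm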
TLR4-MyD88 BLA = inhibitors of TLR4-MyD88 association in cells, primary screen, cell-based, HeLa CL3-4, BLA complementation, FRET ratio | actives 0.18% (n = 200,000) | inhibition, % at 8.4 µM | HeLa CL3-4 TLR4/MyD88 BLA complementation | AID 861, 2007 | Toll-like receptor 4 (Homo sapiens) + Myeloid differentiation primary response protein …; in the data active = inhibition above about 25%;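 note: 0% = vehicle and 100% = reference inhibitor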
Diaph inh CS = diaphorase inhibitors and chemical oxidizers, primary screen, counter-screen for diaphorase-coupled primary assays, biochemical, uHTS, resorufin fluorescence. inhibition, % at 20 µM. AID 1217, 2008. diaphorase resazurin-to-resorufin fluorescence, NADH, 16 min; bacterial (C. kluyveri) enzyme, not human. actives 0.69% (n = 190,000);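 active = primary screen inhibition at 20 µM above a set limit, cut at about 50% in these data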;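 note: plate controls were DMSO with full reaction for no effect and wells lacking NADH for full effect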
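Benchmarks: positive control wells lacking NADH, neutral wells with DMSO only. System: bacterial diaphorase enzyme (C. kluyveri). Input: 0.14 U/mL diaphorase, enzyme working solution. Detection: resorufin fluorescence, excitation 544 nm, emission 590 nm. Times: 16-min room-temperature incubation before reading.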
Hsp70 activator = Hsp70 transcriptional activators, primary screen, cell-based, HeLa, Hsp70 promoter luciferase, luminescence, 10 µM; HeLa Hsp70 promoter luciferase reporter; scaled: vehicle 0, proteasome-inhibitor control 100%; activation, % at 10 µM; actives 0.04% (n = 200,000); AID 1203, 2008;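 active = activation above the mean across all tested compounds plus 3 SD, cutoff set per campaign, cut at about 5.5% in these data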;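 note: 100% = MG132 at 30 µM as the positive control and 0% = DMSO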
L major viab = Leishmania major promastigote growth inhibition, primary screen. inhibition, % at 10 µM. Leishmania major promastigotes, resazurin fluorescence viability. AID 1063, 2008. actives 9% (n = 200,000);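 note: promastigotes grown with compound for 44 hours at 28 °C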
PMI act = activators of human PMI, primary screen, biochemical, fluorescence intensity, near-Km mannose 6-phosphate. Mannose-6-phosphate isomerase (Homo sapiens), P34949. purified human PMI, coupled resazurin fluorescence, 20 min; hits give high values; 1 = vehicle control, 0 substrate-free wells. activation factor at 20 µM. actives 0.005% (n = 190,000). AID 1214, 2008;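 active = activation factor of 2 or more at 20 µM, relative to plate controls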
S1P3 antagonist = S1P3 receptor antagonists, primary screen, cell-based. Sphingosine 1-phosphate receptor 3 (Homo sapiens), Q99500. CHO S1P3 NFAT-BLA reporter, FRET fluorescence, antagonist mode. inhibition, % at 4.98 µM. actives 0.27% (n = 170,000);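 active = inhibition above the plate cutoff, the mean inhibition of test wells on that plate plus 3 SD, cut at about 28% in these data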;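 note: cells challenged with S1P at its EC80 of 0.8 µM; blue over green emission ratio from cleaved BLA substrate after 4 h stimulation; 0% = S1P-stimulated wells and 100% = unstimulated DMSO-only wells; some compounds past the cut are filed as inactive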
Target sequence (Q99500 whole entry, looked up): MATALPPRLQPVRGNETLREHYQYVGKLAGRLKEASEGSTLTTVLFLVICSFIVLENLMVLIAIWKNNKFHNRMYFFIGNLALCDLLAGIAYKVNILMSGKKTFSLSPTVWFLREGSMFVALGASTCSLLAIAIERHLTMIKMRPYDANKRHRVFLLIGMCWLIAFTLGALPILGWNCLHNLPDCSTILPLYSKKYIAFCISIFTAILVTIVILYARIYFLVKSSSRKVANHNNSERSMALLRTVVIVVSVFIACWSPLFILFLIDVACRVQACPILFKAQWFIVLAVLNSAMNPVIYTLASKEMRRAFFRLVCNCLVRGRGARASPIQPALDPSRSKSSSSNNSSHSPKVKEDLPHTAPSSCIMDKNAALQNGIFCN
* marks the source's active call; other numbers are inactive results; / = no result given. Cut-off read from the data, not from the text of the source, unless noted: active = inhibition above about 50%; inactive = the rest.

structure	PMI act hi M6P	Redox H2O2 prof	G6PDH counter	RAM network inh	Diaph act CS	TLR4-MyD88 BLA	Diaph inh CS	Hsp70 activator	L major viab	PMI act	S1P3 antagonist
COC(=O)[C@H](C)NC(=O)Nc1cc(Cl)ccc1C	1	0.7	2	3.2	1	-14	1	-0.1	-5	1	/
O=c1c(Cc2ccc(F)cc2)c(O)ccn1Cc1ccc(Cl)cc1Cl	0.8	1.3	16	3.8	0.8	-7	18	0.4	0	0.8	/
Cc1ccc2c(NC(=O)C3CC3)cccc2n1	1	-0.6	4	0.9	0.9	-6	14	0.2	-6	1.1	-14
N=C1SCC(=O)N1c1ncc(Cc2ccc(F)cc2)s1	/	-0.9	10	-0.1	/	9	/	0.1	-8	/	-29
CC1CCN(C(=O)c2ccc(CSc3ccc(Cl)cc3)cc2)CC1	1	-0.1	-15	0.4	0.8	2	17	-0.2	-4	0.9	12
CCOc1ccc(NC(=S)N(CCN2CCOCC2)Cc2cc3cc4c(cc3[nH]c2=O)OCO4)cc1	0.4	0.8	22	-0.8	0.6	-15	38	-0.1	5	0.6	-8
CCN(CC)CCCN1C(=O)c2oc3ccccc3c(=O)c2C1c1cccnc1 (stereo unspecified)	0.9	-5.4	0	-0.4	0.9	-6	14	-0.1	5	1	-40
[N-]=[N+]=NC1C[C@H](n2ccc(=O)[nH]c2=O)O[C@@H]1CO (stereo partly specified)	1	0.2	13	-0.8	0.9	-4	11	-0.4	-2	0.9	-1
CCC(=O)N1CCc2cc(OC)c(OC)cc2C1COc1ccc(OC)cc1 (stereo unspecified)	1	-0.6	-6	0.5	0.9	-10	6	-0.2	5	1	2
Cc1ccc(CNC(=O)C(NS(=O)(=O)c2cccs2)C(C)C)cc1 (stereo unspecified)	1	-3.2	-8	2.2	0.8	-7	15	-0.4	7	1	/
CCCCc1c(O)c2ccccc2n(CCCC)c1=O	0.9	-0.1	3	1.7	0.8	2	19	0.0	-6	1	-12
CC1(C)[N+]([O-])=C2C(=[N+]([O-])C1(C)C)c1ccccc1/C2=N\O	0.9	1.5	4	0.5	0.8	15	17	-0.2	-7	1	-32
Cc1cc2ncc(-c3ccc(Cl)cc3)cn2n1	1	-0.8	5	0.1	1	-8	-5	0.0	3	1	-10
COc1ccccc1CNC(=O)c1ccc(CNc2c(N3CCCC3)c(=O)c2=O)cc1	1	-1.9	-3	0.3	0.9	-8	7	-0.3	-6	1	-43
N#Cc1cnn(-c2ncnc3sc(-c4ccccc4)cc23)c1N	0.9	-0.9	-5	2.0	0.9	11	6	0.0	-6	0.9	/
COc1ccc2c(c1)c(C(=O)N1CCN(C)CC1)c(C)n2-c1ccccc1	1	0.0	4	1.2	0.9	-2	6	0.3	1	0.9	/
COC(=O)COc1ccc(S(=O)(=O)Nc2ccc3c(c2)OCO3)cc1	0.9	0.0	-1	1.8	0.9	0	8	-0.2	-9	0.8	2
COc1ccc(/C(N)=N/O)cc1O	1	-0.2	8	1.2	0.9	-16	10	-0.6	19	1	1
CC(=O)Nc1ccc(CN2CCC(CO)(CCOc3ccccc3)CC2)cc1	1.1	0.4	10	-1.1	0.9	-19	14	-0.3	49	0.9	-6
COc1ccc(-c2cc(C(F)F)n3ncc(C(=O)N4CCSCC4)c3n2)cc1	0.9	3.5	-3	0.3	0.9	10	13	-0.6	48	0.9	-4

Next entries follow:
structure	PMI act hi M6P	Redox H2O2 prof	G6PDH counter	RAM network inh	Diaph act CS	TLR4-MyD88 BLA	Diaph inh CS	Hsp70 activator	L major viab	PMI act	S1P3 antagonist
O=C(CCC1CCCCC1)NC1=NCCS1	1	0.0	1	0.1	0.9	-14	9	-0.3	-8	1	6
Cc1ncccc1C(=O)N1CCCC(CNC(=O)c2ccc(-c3ccccc3)cc2)C1 (stereo unspecified)	1.2	-0.7	14	1.2	1.3	5	-26	-0.1	-6	1.2	-13
CC(=O)C1=C(O)C=C(c2ccco2)CC1c1ccco1 (stereo unspecified)	1	1.5	8	2.8	0.8	1	16	-0.1	4	1.1	4
Cc1onc(-c2ccccc2Cl)c1C(=O)NCc1ccco1	0.8	2.7	6	1.7	0.6	-1	42	0.1	8	1	-29
CCOc1ccc(CN(C)CC(=O)Nc2cccc3ccccc23)cc1OC	1	-0.6	-5	0.5	0.8	-15	18	0.0	5	1	2
COc1cc(CC(=O)Nc2ccc(Cl)c(C(F)(F)F)c2)cc(OC)c1OC	0.8	0.0	6	3.3	0.8	0	23	0.2	14	0.8	-11
O=C(O)c1cc(-c2ccc(N3CCOCC3)cc2)nn1-c1ccccc1Cl	0.9	0.0	5	-0.3	0.9	0	5	-0.2	-2	1	-10
O=C(NCc1ccncc1)c1ccc(Cl)c(S(=O)(=O)N2CCCCC2)c1	1	-0.7	1	1.2	0.9	12	13	-0.5	2	0.9	5
CCNC(=O)CSc1nnc(-c2cccs2)o1	0.9	-0.4	1	0.0	0.8	9	21	-0.2	22	0.9	-2
COC(=O)c1c(NC(=O)C2CC2)sc2c1CCN(C(C)=O)C2	1.1	-0.6	22	0.3	1.2	-9	-16	-0.2	2	1	26
O=Cc1ccccc1Oc1ccccc1	0.9	1.6	-22	2.8	0.9	3	13	-0.2	1	0.9	/
COc1ccc(CCNC(=O)CCNS(=O)(=O)c2cccc3nonc23)cc1OC	0.9	0.1	1	1.4	0.9	1	10	0.3	41	1	/
O=C(N(c1ccccn1)c1ccccn1)C12CC3CC(CC(C3)C1)C2	1.1	-0.3	-8	1.6	1	-8	5	-0.1	2	1.1	1
Cn1c(Cl)c(/C=N/OC(=O)c2cccc(Cl)c2)c2ccccc21	0.9	-3.6	2	7.8	0.9	-7	15	-0.1	6	0.9	/
COc1ccc(-c2nc(NC(C)=O)sc2-c2ccccc2)cc1	0.9	-0.2	20	7.8	1	-10	-1	-0.1	31	0.9	3
COCc1cc(/C=N\NC(=O)COc2ccc(Cl)cc2)ccc1OC	1	0.4	-2	3.0	1	5	-4	-0.2	-5	1.1	0

Ordered by count of non-hydrogen atoms (rising): part of the list above.
structure	PMI act hi M6P	Redox H2O2 prof	G6PDH counter	RAM network inh	Diaph act CS	TLR4-MyD88 BLA	Diaph inh CS	Hsp70 activator	L major viab	PMI act	S1P3 antagonist
Cn1c(Cl)c(/C=N/OC(=O)c2cccc(Cl)c2)c2ccccc21	0.9	-3.6	2	7.8	0.9	-7	15	-0.1	6	0.9	/
O=C(N(c1ccccn1)c1ccccn1)C12CC3CC(CC(C3)C1)C2	1.1	-0.3	-8	1.6	1	-8	5	-0.1	2	1.1	1
COc1cc(CC(=O)Nc2ccc(Cl)c(C(F)(F)F)c2)cc(OC)c1OC	0.8	0.0	6	3.3	0.8	0	23	0.2	14	0.8	-11
CC(=O)Nc1ccc(CN2CCC(CO)(CCOc3ccccc3)CC2)cc1	1.1	0.4	10	-1.1	0.9	-19	14	-0.3	49	0.9	-6
CCN(CC)CCCN1C(=O)c2oc3ccccc3c(=O)c2C1c1cccnc1 (stereo unspecified)	0.9	-5.4	0	-0.4	0.9	-6	14	-0.1	5	1	-40
COc1ccc(CCNC(=O)CCNS(=O)(=O)c2cccc3nonc23)cc1OC	0.9	0.1	1	1.4	0.9	1	10	0.3	41	1	/
